Screens as filed in PubChem BioAssay.
ERK EGF block = EGF-driven ERK pathway inhibition. HEK293-V1b, EGF-stimulated phospho-ERK AlphaScreen. Potency, µM (titrated, usually from 11.5 µM), for inactives: top-dose activity change, negative = inhibition, actives largely listed as inhibitors. hit rate 0.41% among 130,000; active = well fitted inhibition curve with a large enough effect; inconclusive = small, poorly fitted or top-dose-only effect, or effect the other way;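 also: plate controls were stimulated vehicle wells for no effect and unstimulated vehicle basal for full effect; nearly all actives have a fitted effect of over 55% in size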
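Phospho-ERK1/2 measured by AlphaScreen (SureFire) after 5 min 25 nM EGF stimulation of V1b-expressing HEK293 cells preincubated 30 min at 37C with titrated compounds; data scaled to DMSO and EGF controls, Hill-fitted AC50.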
An asterisk follows results filed as active; ? = inconclusive; [ ] = remark or other dose. Potency is read from the fitted curve at half-maximal effect.

canonical_smiles | ERK EGF block
CCN(C(=O)CN1CCOCC1)c1c(N)n(Cc2ccccc2)c(=O)[nH]c1=O | -2.0%
COCCNC(=O)COC(=O)c1cccnc1SC | 3.4%
CC(C1CC2CCC1C2)N1CC(O)=C(c2nc3ccccc3[nH]2)C1=N (stereo unspecified) | 3.3%[57.5 µM]
C/C=C/C=C\C(=O)Nc1cccc(C2=NOC3(C2)C[C@@H](C(N)=O)N(C(=O)c2cc([N+](=O)[O-])cc([N+](=O)[O-])c2)C3)c1 (stereo partly specified) | -6.9%[57.5 µM]
O=C(COS(=O)c1ccccc1)Nc1cc(Cl)ccc1N1CCOCC1 (stereo unspecified) | -2.5%
CC12CNCC(C)(CN(C(c3ccccc3)c3ccccc3)C1)C2 | 0.4%
C=CCN(CC=C)C(=S)NC(=O)/C=C/c1ccc(OC)cc1 | 10.8%
Cc1ccc(NC(=O)c2cccs2)cc1S(=O)(=O)N(C)C | 3.1%
O=[N+]([O-])c1ccc(COc2ccc(-c3[nH]ncc3-c3ccccc3)c(O)c2)cc1 | ?
CC(C)(C)NC(=O)NC(=O)CN1CCN(S(=O)(=O)c2ccc3c(c2)OCCO3)CC1 | -10.6%[57.5 µM]
Cc1ccc(C(=O)Nc2ccc(N3CCCC3)cc2)cc1 | 2.8%
O=C(Nc1nc(-c2nc3ccccc3s2)cs1)c1ccco1 | 4.1%
Cn1c(=O)c2[nH]c(N3CCCCC3)nc2n(C)c1=O | 6.5%[57.5 µM]
O=C(O/N=C1/CCCc2occc21)c1ccc(Cl)cc1Cl | 15.9%[57.5 µM]
N#C/C(=C/c1ccc(-c2ccc(S(N)(=O)=O)cc2)o1)C(=O)Nc1ccccc1 | 4.2%
Cc1ccc(NC(=O)c2c(F)cccc2Cl)cc1NS(C)(=O)=O | 12.7%[57.5 µM]

Part of the list above in a different format:
ERK EGF block | compound
4.1% | O=C(Nc1nc(-c2nc3ccccc3s2)cs1)c1ccco1
6.5%[57.5 µM] | Cn1c(=O)c2[nH]c(N3CCCCC3)nc2n(C)c1=O
15.9%[57.5 µM] | O=C(O/N=C1/CCCc2occc21)c1ccc(Cl)cc1Cl
4.2% | N#C/C(=C/c1ccc(-c2ccc(S(N)(=O)=O)cc2)o1)C(=O)Nc1ccccc1
12.7%[57.5 µM] | Cc1ccc(NC(=O)c2c(F)cccc2Cl)cc1NS(C)(=O)=O

Further compounds.
canonical_smiles | ERK EGF block
CC1CC(Nc2ccccc2)c2ccccc2N1C(=O)c1ccncc1 (stereo unspecified) | 7.0%
CCCn1c(C)cs/c1=N\C(=S)Nc1ccccc1 | 5.3%
COC(=O)N/N=C\c1ccc(OC(=O)c2ccco2)cc1 | 8.2%
COc1ccc(-c2nnc(SCc3nnc(-c4cccs4)o3)n2CC2CCCO2)cc1 (stereo unspecified) | -6.4%
Cc1cccc(OCC(=O)Nc2ccc(S(=O)(=O)N3CCN(C)CC3)cc2)c1 | -6.7%
O=C(NC1=NCCS1)C1CCCCC1 | 4.4%
C=CCn1c(-c2ccc([N+](=O)[O-])cc2)n[nH]c1=S | -1.6%
Cc1cc(C)cc(C(=O)NCC(=O)OCC(=O)Nc2cccnc2Cl)c1 | ?
O=C(CN1CCN(c2cccc(Cl)c2)CC1)Nc1nccs1 | -3.3%
CN1CCN(c2nc(-c3cccs3)nc3ccccc23)CC1 | -2.4%
O=C(OCC(=O)N1CCc2ccccc2C1)c1cccc([N+](=O)[O-])c1 | -4.2%
C/C(=N\NC(=O)Cc1cccn1C)c1cccs1 | -0.7%
O=C(c1ccc(C(F)(F)F)cc1)N1CCC(=O)N(C(COCc2ccc(C(F)(F)F)cc2)Cc2ccccc2)CC1 (stereo unspecified) | 8.4%
CCCn1c(C)nc2c(NCCCCN(CC)CC)nc(C)nc21 | -3.7%
CCc1ccnc(NC(=O)NS(=O)(=O)c2ccc(C)cc2)c1 | -4.7%[57.5 µM]
CC1(C)CC(=O)C(C(N)=NC(=O)c2ccc([N+](=O)[O-])cc2)=C(O)C1 | 0.5%
COc1cccc(OC)c1NC(=O)NC(=O)c1c(OC)c(Br)cc([N+](=O)[O-])c1OC | -6.5%[57.5 µM]
COc1ccc([N+](=O)[O-])cc1N(CC(O)CN(C)C)S(=O)(=O)c1ccc(C)cc1 (stereo unspecified) | 7.8%
C/C(=N\Nc1cccc2cccnc12)c1ccccn1 | -0.9%
O=C(Nc1ccc(Br)cc1F)C1CCCO1 (stereo unspecified) | 7.5%
Nc1cc(-c2ccc(OC(F)(F)F)cc2)nn1-c1ccc(Cl)c(Cl)c1 | ?
COc1ccc(N2C(=O)c3ccccc3NC23CCCC3)cc1 | -1.5%
COc1ccc(COc2cc(-c3cccc(OC)c3)nc3ccc(NC(=O)C(C)C)cc23)cc1 | 7.4%
CC(=O)Nc1cccc2c1C(=O)N(c1ccc(C)cc1)C2=O | -19.1%
Cc1cc(OCC(=O)NC2CCN(C)CC2)ccc1[N+](=O)[O-] | 6.5%
Cc1cccc(NCc2ccccc2)c1 | -13.0%[57.5 µM]
CCNc1nc(NC(C)(C)C)nc(Oc2ccc(=O)n(-c3ccccc3)n2)n1 | -2.6%
Cc1ccc(NC(=O)OC(C)CNC(=O)Oc2cccc(C)c2)cc1 (stereo unspecified) | 22.1%
Clc1ccc(-c2c[nH]c3ccccc23)nn1 | -0.2%
c1cc2c(cnc3cscc32)s1 | -5.9%
O=C(OCCCCOC(=O)c1ccccc1)c1ccccc1 | 3.7%[57.5 µM]
O=C(Nc1ccccc1N1CCOCC1)c1csc2c1CCCC2 | 5.5%[57.5 µM]
CC(C)CN1C(=O)C(=O)N(CC(=O)Nc2cc(Cl)ccc2Oc2ccccc2)C1=O | -1.1%
O=C(/C=C/c1ccc(S(=O)(=O)N2CCOCC2)cc1)NCc1ccccc1Cl | 8.8%
O=C(CSc1nc2c(c(=O)n1-c1ccc(Br)cc1)SCC2)NCC1CCCO1 (stereo unspecified) | 4.2%
COc1cccc(-c2cc3nc(-c4ccccc4)cc(N4CCCC(O)C4)n3n2)c1 (stereo unspecified) | 0.3%
Cc1ccc2[nH]cc(CCNC(=O)c3ccc([N+](=O)[O-])cc3)c2c1 | 3.0%
Cc1ccc(C)n1-c1ccc(C(=O)/C=C/N(C)C)cc1 | -0.5%
CN(C)c1nc(OCCNC(=O)COc2ccccc2Cl)nc(N(C)C)n1 | 3.0%
CCN(CC)c1ccc(C(=O)N/N=C/c2ccc(OC)cc2OC)cc1 | -9.6%
COc1cc2c(=O)n(CCCC(=O)NCC3CCCO3)c(=O)n(CC(=O)c3ccc(F)cc3)c2cc1OC (stereo unspecified) | -9.3%
O=C(CSc1ccc(-c2ccc(F)cc2)nn1)Nc1ccc2c(c1)OCCO2 | -0.4%
O=C(Nc1ccc(Cl)cc1)Nc1ccccc1Sc1ncc([N+](=O)[O-])s1 | -3.5%[57.5 µM]
C=CCn1c(C)cc(C(=O)COC(=O)/C=C/c2ccc(OC)cc2)c1C | -3.1%
COc1ccc(OCc2nc3c4c(ncn3n2)-c2ccccc2CC42CCCC2)cc1 | -0.1%
COc1cc(C(=O)OC(C)CN2CCOCC2)cc(OC)c1OC (stereo unspecified) | -7.9%[57.5 µM]
COc1ccc(C(=O)Nc2ccc(S(=O)(=O)N3CCCC3)cc2)cc1 | -10.2%
CN(CC(=O)O)c1ccc(C(F)(F)F)cc1[N+](=O)[O-] | 0.3%
CN1/C(=C\C=Nc2cc(S(=O)(=O)N3CCOCC3)ccc2N2CCOCC2)C(C)(C)c2ccccc21 | -5.5%
Cc1ccc(CNc2oc(-c3ccco3)nc2S(=O)(=O)c2ccccc2)cc1 | 2.4%
CCOC(=O)CNC(=O)CSc1nnc(NC(=O)c2ccccc2Cl)s1 | -3.6%
N#Cc1cnn2c3c(cnc12)C(=O)N1CCc2ccccc2C1C3 (stereo unspecified) | 6.0%
Cc1ccc(/C=N/NC(=O)c2ccoc2C)s1 | 6.5%
CC(C)(C)NC(=O)/C(=C/c1cccnc1)NC(=O)c1ccco1 | 6.7%[57.5 µM]
Cc1cccc(/C(N)=N/OC(=O)COc2ccccc2Cl)c1 | 20.2%
Cc1cccc(NC(=O)CN(c2ccc(F)cc2)S(C)(=O)=O)c1 | ?

Following part:
canonical_smiles | ERK EGF block
COC(=O)[C@@]1(Cc2ccccc2)C=C[C@@H](C)N1C(C)=O | 3.2%
Cc1nn2c(=O)c3c4c(sc3nc2n1-c1ccccc1)COC(C)(C)C4 | 4.8%[57.5 µM]
Cc1cc(SCC(=O)NC(=O)c2cccn2C)nc2ccccc12 | 3.9%[57.5 µM]
COc1ccc2nc3ccccc3nc2c1NC(=O)c1ccc(Br)cc1 | 4.7%
Cn1nc2sc3ccccc3n2c(=O)c1=O | -5.3%[57.5 µM]
COc1ccccc1NC(=O)Cc1csc(NC(=O)c2ccccc2)n1 | -2.0%
COc1ccc(CC(=O)Nc2cccc(-c3ccc4nnc(C)n4n3)c2)cc1OC | -5.6%
COC(=O)c1ccc(C(NC(=O)OCc2ccccc2)/C(F)=C/[C@@H](C)C(=O)N(C)Cc2cccnc2)cc1 (stereo partly specified) | -1.1%
CC(C)=CCCC(C)CN1CCC(N2CCC(C(=O)NC(C)C)CC2)CC1 (stereo unspecified) | -0.4%
COc1ccc(NC(=O)C2CC(=O)OC2c2ccccc2)cc1 (stereo unspecified) | 1.9%
COc1ccc(N2CC(C(=O)N/N=C/c3cc([N+](=O)[O-])ccc3O)CC2=O)cc1 (stereo unspecified) | 8.7%
Cc1ccc(-c2nc3ncccn3c2Nc2ccc3c(c2)OCO3)o1 | -3.8%
CCC(c1nnnn1Cc1ccc2c(c1)OCO2)N1CCN(CC)CC1 (stereo unspecified) | -9.6%
COc1cc2c(cc1OC)C(c1ccc(Cl)cc1)=NCC2 | -1.4%[57.5 µM]
CC(C)C[C@@H](CC(=O)N[C@@H](CCC(=O)O)CC(=O)O)NC(=O)[C@@H]1CCCC[C@H]1NC(=O)C[C@@H](NC(=O)C[C@H](CO)NC(=O)[C@@H]1CNCC[C@H]1N)C(C)C | -13.7%
CC(C)CC(=O)NNC(=O)c1ccc(Cl)cc1 | 4.3%
O=C1C2C3C=CC(C3)C2C(=O)N1c1ccccc1OS(=O)(=O)c1ccccc1 (stereo unspecified) | 4.0%
CCOC(=O)C1(C)NC(c2cccs2)C2C(=O)N(c3ccccc3)C(=O)C21 (stereo unspecified) | -5.0%
C[C@H]1C=C2C=C[C@H](C)[C@H](CC[C@@H]3C[C@@H](O)CC(=O)O3)[C@H]2[C@@H](OC(=O)[C@@H](C)CCO)C1 | -3.7%
Cc1nc2ccc(NC(=O)c3cncc(Br)c3)cc2s1 | 0.9%[57.5 µM]
COc1ccc(C(O)c2nccc3cc(OC)c(OC)cc23)cc1OC (stereo unspecified) | 6.0%
N#Cc1ccc(N2Cc3ccccc3/C2=N/C(=O)Nc2ccc(Cl)cc2)cc1 | -2.9%
COc1ccc(NC(=O)c2cc3n(n2)C(C(F)(F)F)CC(c2ccc4c(c2)OCO4)N3)cc1OC (stereo unspecified) | ?
COC(=O)Cc1c(O)ccn(CCc2ccc(OC)c(OC)c2)c1=O | -4.4%
CC1CCCCN1S(=O)(=O)c1ccc(C(=O)Nc2ccccc2-c2nc3ccccc3s2)cc1 (stereo unspecified) | -2.8%
CC(C)(C)OC(=O)C(C)(C)Sc1nnc(N)s1 | 7.4%[57.5 µM]
CCc1ccc(NC(=O)CN2C(=O)CSC2=O)cc1 | -0.4%
CCOC(=O)c1c(C)[n+]([O-])c2ccc3c(non3O)c12 | -10.8%
Cc1ccc(NC(=O)c2ccccn2)cc1S(=O)(=O)N1CCOCC1 | -20.8%
O=C(CCCOc1ccc(Cl)cc1Cl)NCc1ccncc1 | -11.8%
CC(=O)N[C@H]1[C@@H](O[C@@H](C)C(=O)O)[C@H](O)[C@H](CO)O[C@@H]1O | -9.9%[25.7 µM]
COCCCN(C(=S)NC(=O)c1ccc(C(C)(C)C)cc1)c1c(N)n(Cc2ccccc2)c(=O)[nH]c1=O | 1.6%
COC(=O)c1c(NC(=O)c2c(Cl)cnn2C)sc(C)c1C | -8.4%
COc1cc(C(=O)NCC(=O)OCn2nnc3ccccc3c2=O)cc(OC)c1OC | 1.0%
CCOC(=O)Cc1csc(SCC(=O)Nc2cc(C)ccc2OC)n1 | -19.9%
Cc1ccc(C(=O)CSc2nnc3ccccn23)c(C)c1 | 0.9%
COc1cccc(/C=C(/C(=O)OCC(=O)NC2CCCC(C)C2C)c2ccccc2)c1 (stereo unspecified) | ?
CCOC(=O)c1ccc(NC(=O)N2CCN(C(=O)c3ccco3)CC2)cc1 | 0.1%
COc1ccc(N=C2SC(CC(=O)Nc3ccccc3)C(=O)N2Cc2ccccn2)cc1 (stereo unspecified) | 3.6%
COc1ccc(/C=N/NC(=O)c2cnccn2)cc1O | -3.2%
CCC(=O)NC(=S)Nc1ccc(N2CCOCC2)cc1 | -9.8%
COc1ccc(CNC(=O)C2(C)Cc3ccccc3C(=O)O2)cc1 (stereo unspecified) | -3.4%
CCOc1ccc(NC(=O)c2ccc(NC(=O)c3ccc(CN4CCOCC4)cc3)cc2)cc1 | -14.0%[57.5 µM]
CC(NCC(O)COCc1ccc(Cl)cc1)c1ccccc1 (stereo unspecified) | -7.1%
Nc1nnc(-c2ccc(Cl)c([N+](=O)[O-])c2)s1 | 3.0%
S=C(NCC1COc2ccccc2O1)Nc1ccccc1 (stereo unspecified) | 2.9%

The list is partial; rates above refer to the full screens.
